Screening results from PubChem BioAssay.
HTT aggregate = mutant huntingtin aggregation inhibition | PC12 HttQ103-GFP aggregates, Acumen cytometry, 40 h | Potency, µM (series often up to 46.1 µM), inactives show top-dose activity change, negative = inhibition, most hits filed as inhibitors | 220,000 compounds, 1.1% hits | AID 1688; further: potency means the concentration at half of the fitted maximal effect; on the % scale 0 is the no-effect control and ±100 the full control effect; nearly all actives have a fitted effect of over 60% in size
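Aggregates are detected as GFP objects 1–25 µm with signal 6 STDEV over background in lysates of induced PC12 cells. These carry Huntingtin exon 1 with 103 glutamines fused to GFP under an ecdysone promoter; compounds titrated.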
Luc counter = counter-screen: inhibitors of Kinase-Glo firefly luciferase. AID 1379. 200,000 compounds, 0.28% hits. Q27757. Potency, µM (highest dose often 38.3 µM), for inactives: at the top dose activity change, negative = inhibition, usual class: inhibitors. Kinase-Glo luciferase, ATP luminescence, 8 min; further: potency means the concentration at half of the fitted maximal effect; on the % scale 0 is the no-effect control and ±100 the full control effect; nearly all actives have a fitted effect of over 60% in size
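Luminescence was the read-out, taken after 8-minute incubation at ambient temperature. Luciferase turned over luciferin with 10 uM ATP in imidazole pH 7.2 buffer containing KCl, MgCl2, Tween 20 and BSA.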
LMNA splice mod = changes lamin A minigene splicing in HeLa cells | HeLa LMNA splicing GFP/RFP minigene ratio, 48 h | Potency, µM (series often up to 46.1 µM), inactives show at the highest dose ratio change, negative = inhibition, usual class: inhibitors | 200,000 compounds, 0.01% hits | AID 1487; active means well fitted inhibition curve with a large enough effect in the signal ratio, with a control signal flat, not every such curve was filed as active; inconclusive means small, poorly fitted or top-dose-only effect, or effect the other way, or a change in a side signal; the % refers to the signal ratio; further: potency means the concentration at half of the fitted maximal effect; on the % scale 0 is the no-effect control and ±100 the full control effect
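S3 HeLa cells stably expressing lamin A-EGFP splicing minigene plus DsRed2, 600 cells/well, 48 h compound exposure at 37C. Laser-scanning cytometry; analysed as GFP (500-530 nm)/RFP (575-640 nm) total intensity ratio; 0.5% DMSO vehicle.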
SMN2 splice enh = increases expression of the SMN2 splice variant. HEK293 SMN2-luciferase splicing reporter, luminescence, 30-36 h. Potency, µM (highest dose often 46.1 µM), without a hit: at the top dose activity change, positive = activation, usual class: activators. 210,000 compounds, 2.8% hits; further: potency means the concentration at half of the fitted maximal effect; % of control where 0% means no effect; nearly all actives have a fitted effect of over 55% in size
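HEK293 cells carry an SMN2 […]–luciferase reporter in which exon 7 inclusion puts luciferase in frame. Cells were plated 10-12 h before compound addition, then incubated 30-36 h at 37C. ONE-Glo luminescence was read; sodium butyrate at 4.5 mM final served as control.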
HTT cytoprotect = cytoprotection in Huntington HTT-Q103 PC12 cell model. PC12 HTT-Q103 induced, cytoprotection, ATP luminescence, 40 h. Potency, µM (series often up to 56.4 µM), without a hit: cytoprotection (ATP increase), most hits filed as activators. 230,000 compounds, 0.14% hits;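 further: potency means the concentration at half of the fitted maximal effect; % of control where 0% means no effect; nearly all actives have a fitted effect of over 45% in size; toxic huntingtin expression switched on by the ecdysone agonist tebufenozide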
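Compounds added alongside 100 nM tebufenozide, which induces toxic Q103 huntingtin exon 1-GFP in stable PC12 cells; surviving cells quantified by luminescent ATP measurement. Medium: phenol red-free DMEM, 5% equine and 5% calf serum.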
IMPase Li cell = membrane-permeable IMPase blocker, potentiated with lithium; CHO-M1 cells, IP1 TR-FRET (IP-One), carbachol + lithium; Potency, µM (top dose mostly 59.4 µM), for the others: at the top dose activity, negative = IMPase inhibition, most hits filed as inhibitors; 210,000 compounds, 0.35% hits; AID 1457;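 further: IP1 builds up when IMPase is blocked and the TR-FRET signal falls; potency means the concentration at half of the fitted maximal effect; plate controls were basal vehicle for no effect and high inhibitor control for full effect; nearly all actives have a fitted effect of over 50% in size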
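Concentration–response in CHO-M1 cells, lithium-potentiated; 30 min at 37C. IP1 detected by competitive TR-FRET after 10 min lysis at RT. Hill-fitted AC50.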
CBFb RUNX1 block = blocks binding between human CBF-beta and RUNX1 | AlphaScreen CBFb-His/RUNX1-biotin binding, biochemical | Potency, µM (top dose mostly 59.8 µM), inactives show at the highest dose activity, negative = inhibition, hits mostly inhibitors | 230,000 tested, under 10 active | Q01196+Q13951; further: % of control where 0% means no effect
Target sequence (Q01196 whole entry, looked up): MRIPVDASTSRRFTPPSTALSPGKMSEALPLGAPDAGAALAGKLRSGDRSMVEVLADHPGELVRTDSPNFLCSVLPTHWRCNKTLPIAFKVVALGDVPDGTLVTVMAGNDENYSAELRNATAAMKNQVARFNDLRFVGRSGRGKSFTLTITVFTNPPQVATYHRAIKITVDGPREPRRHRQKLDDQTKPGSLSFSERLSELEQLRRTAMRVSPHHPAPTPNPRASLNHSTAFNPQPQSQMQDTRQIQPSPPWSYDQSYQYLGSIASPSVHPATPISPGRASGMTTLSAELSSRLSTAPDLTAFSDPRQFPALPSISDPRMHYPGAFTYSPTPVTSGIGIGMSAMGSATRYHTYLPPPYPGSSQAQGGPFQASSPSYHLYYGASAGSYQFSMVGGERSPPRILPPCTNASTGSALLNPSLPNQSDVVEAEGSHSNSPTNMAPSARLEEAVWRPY
Target sequence (Q13951 whole entry, looked up): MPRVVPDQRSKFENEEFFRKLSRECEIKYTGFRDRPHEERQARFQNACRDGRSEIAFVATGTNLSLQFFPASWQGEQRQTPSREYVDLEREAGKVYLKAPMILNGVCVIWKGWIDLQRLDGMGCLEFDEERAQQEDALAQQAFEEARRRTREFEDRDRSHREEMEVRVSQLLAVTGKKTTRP
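AlphaScreen binding: CBFb-His and RUNX1-biotin (30 nM each) preincubated 20 min, compound added for 15 min, then nickel and streptavidin beads for 90 min, all at room temperature. Disruption of the interaction by any mechanism counts as activity.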
* hit, by the source's call; ? = inconclusive; · = not tested or not shown; [ ] = remark or other dose. Unless noted, the call rests on the fitted dose curve; in most records, active means well fitted curve in the direction sought with a large enough effect; inconclusive means small, poorly fitted or top-dose-only effect, or another doubt; inactive means no such curve, though single readings can be large; an effect the other way counts as inactive or inconclusive.

Start of the listing, in advance:
Sequence of screens – HTT aggregate	Luc counter	LMNA splice mod	SMN2 splice enh	HTT cytoprotect	IMPase Li cell	CBFb RUNX1 block
1. COc1cccc(OCC(=O)NNC(=O)CCc2ccccc2)c1
→ 5%	0%	·	0%	-20%	15%	4%
2. O=C(CSc1ccccn1)Nc1ccc2c(c1)oc1ccccc12
→ -3%	1%	-6%	18µM*	15%[10 µM]	-4%	8%
3. Cc1cccc(NCN2C(=O)C3C4C=CC(C4)C3C2=O)c1 (centres undefined)
→ -5%	0%	?	3%	-3%	33%[38.3 µM]	-1%

The listing, repeating the preview:
Sequence of screens – HTT aggregate	Luc counter	LMNA splice mod	SMN2 splice enh	HTT cytoprotect	IMPase Li cell	CBFb RUNX1 block
1. COc1cccc(OCC(=O)NNC(=O)CCc2ccccc2)c1
→ 5%	0%	·	0%	-20%	15%	4%
2. O=C(CSc1ccccn1)Nc1ccc2c(c1)oc1ccccc12
→ -3%	1%	-6%	18µM*	15%[10 µM]	-4%	8%
3. Cc1cccc(NCN2C(=O)C3C4C=CC(C4)C3C2=O)c1 (centres undefined)
→ -5%	0%	?	3%	-3%	33%[38.3 µM]	-1%
4. CCOC(=O)N1CCN(C(=O)c2ccc(CN(c3ccccc3)S(C)(=O)=O)cc2)CC1
→ 5%	15%	-1%	-4%	19%	7%[38.3 µM]	5%
5. O=S(=O)(NCc1ccc(Cl)cc1)NCc1ccccc1F
→ -4%	0%	3%[46 µM]	12%	-32%[inhibitor]	-2%	13%
6. COc1ccc(OC(C)C(=O)Nc2cccnc2)cc1 (centres undefined)
→ -3%	19%	9%	3%	1%	-29%[38.3 µM]	-5%
7. Cc1ccc(C(=O)Nc2cc(C)c(OCC(=O)N3CCOCC3)c(C)c2)cc1
→ 10%	-10%	1%	11µM*	-89%[inhibitor]	28%[38.3 µM]	4%
8. Cc1ccc2oc(=O)n(CC(=O)OC(C)C)c2c1
→ -12%	2%	4%	-1%	10%[1.9 µM]	8%	7%
9. Cc1cc(C)n(CC(=O)N2N=C(C(F)F)CC2(O)C(F)F)n1 (centres undefined)
→ 0%	-2%	6%	3%	26%[0.074 µM]	7%	0%
10. Cc1ccc(C)c(NC(=O)CS(=O)(=O)c2cn(C)c3ccccc23)c1
→ -15%	6%	-3%	-11%	-17%[10 µM]	10%	-1%
11. COc1cccc2[nH]c3c(=O)n(CCN(C)C)cnc3c12
→ 6%	-3%	0%	-5%	-21%[0.074 µM]	-1%[38.3 µM]	2%
12. Cc1c(NC(=O)C(=O)/C=C(\O)c2ccc(Cl)cc2)c(=O)n(-c2ccccc2)n1C
→ -1%	0%	2%	5%	22%[10 µM]	-2%	-8%
13. Cc1ccc(-n2ncc(Cl)c2C(=O)NC2CC2)cc1
→ -5%[9.22 µM]	·	·	·	-1%[10 µM]	7%	-6%
14. Cc1csc(N(C(=O)c2cccc(S(=O)(=O)N3CCCC3)c2)c2ccccc2)n1
→ 5%[9.22 µM]	3%	-17%	-20%	-2%	7%[38.3 µM]	0%
15. CCOC(=O)c1ccc(NC(=O)CSC2=NC(=O)C(CC)C(=O)N2)cc1 (centres undefined)
→ 0%	-3%	-3%	-2%	21%[1.9 µM]	11%	4%
16. CCc1ccccc1NC(=O)Cc1ccc(-n2cccc2)cc1
→ 26%	2%	?	-8%	3%[10 µM]	-7%	1%
17. O=C(Nc1ccc(Cl)cc1)Nc1nnc(CSCc2ccccc2Cl)s1
→ ?	2%	?	-47%[inhibitor]	18%[10 µM]	8%	2%
18. O=C(Nc1ccc(C(=O)N2CCCC2)cc1)c1ccccc1F
→ -5%	?	-3%	?	-37%[10 µM]	-6%[38.3 µM]	10%
19. CC(OC(=O)CCCOc1ccccc1)C(=O)NC(N)=O (centres undefined)
→ 3%	-2%	-8%	20%	11%	25%[38.3 µM]	2%
20. CCCN1CCN(C(=O)CCCn2c(C)c3cnn(-c4ccccc4)c(=O)c3c2C)CC1
→ -3%	-1%	-15%	3%	-7%	13%[38.3 µM]	0%
21. O=C(NCCCn1ccnc1)C(=O)NCC1OCCN1S(=O)(=O)c1ccc2c(c1)OCCO2 (centres undefined)
→ -23%[9.22 µM]	·	·	·	11%[10 µM]	·	-11%
22. COc1ccc(OC)c(NC(=O)Cc2coc3ccc4ccccc4c23)c1
→ -3%	16%	-20%	12%	-25%	36%[activator][38.3 µM]	-18%
23. Cc1c(Nc2nc(C(F)(F)F)nc3ccccc23)c(=O)n(-c2ccccc2)n1C
→ 10%[9.22 µM]	-2%	-8%[46 µM]	-8%	-39%	2%	6%
24. O=C(Cn1nnc(-c2ccc(CN3CCOCC3)cc2)n1)Nc1nc(-c2ccccc2)cs1
→ ?	-2%	?	-17%	-8%[10 µM]	1%[38.3 µM]	1%
25. CN(C)S(=O)(=O)c1ccc2c(c1)c(=O)c(C(=O)NCCCN1CCCCCC1)cn2C
→ -8%	3%	-15%	10%	4%[10 µM]	15%	9%
26. CN(C)S(=O)(=O)N(CC(=O)Nc1ccc2ccccc2c1)c1ccccc1
→ ?	1%	-16%	-5%	5.6µM*	0%	-1%
27. Cc1c(NC(=O)C2CCCN2S(=O)(=O)c2ccccc2)c(=O)n(-c2ccccc2)n1C (centres undefined)
→ -6%[9.22 µM]	-3%	3%	-6%	-16%	9%[38.3 µM]	1%
28. CC(=O)c1c(C)[nH]c(C(=O)CSc2nnc(-c3ccccc3)o2)c1C
→ 10%	·	?	·	-7%	·	2%
29. COC(=O)C(NNc1ccccc1)(NC(=O)c1cccc(F)c1)C(F)(F)F (centres undefined)
→ -9%	-1%	-3%	-34%[inhibitor]	9%	14%[38.3 µM]	-2%
30. CC1=CS(=O)(=O)CC1Sc1nc2ccccc2[nH]1 (centres undefined)
→ -9%	-2%	5%	?	20%[10 µM]	3%	4%
31. O=C(CN1C(=O)NC2(CCc3ccccc3C2)C1=O)Nc1ccc(F)cc1 (centres undefined)
→ 2%	0%	?	1%	14%[10 µM]	3%	-4%
32. CCn1c(C)nc2cc(C(=O)NNC(=S)Nc3ccc(Cl)cc3)ccc21
→ -19%[9.22 µM]	·	·	·	2%[10 µM]	·	0%
33. Cc1ccc(C(c2c(C)n(C)n(-c3ccccc3)c2=O)c2c(C)n(C)n(-c3ccccc3)c2=O)s1
→ -27%	-1%	·	-31%[inhibitor]	14%	7%	-10%
34. COc1ccc(CNC(=O)C(c2ccncc2)N(C(=O)Cc2cccs2)c2cccc(C)c2)cc1 (centres undefined)
→ 19%	-1%	-12%	-7%	-4%	7%[38.3 µM]	1%
35. CCc1ncc(C(=O)c2ccc(OC)cc2)n1C
→ 9%[9.22 µM]	0%	?	-12%	-9%	-10%[38.3 µM]	4%
36. Cc1cc(C)nc(SCC(=O)N/N=C/c2cccs2)n1
→ -2%	3%	5%	15%	·	6%	7%
37. CCOC(=O)c1c(C)n(OCc2ccccc2)c2ccc3nonc3c12
→ 10%	2%	-5%	-2%	-1%[10 µM]	13%	?
38. Clc1ccc(C2=CSC3=Nc4cccc5cccc(c45)N23)cc1
→ 1%	-5%	-16%	6%	-17%[10 µM]	29%	-3%
39. Cc1ccc(CS(=O)(=O)Cc2ccc(C(=O)NCc3ccccn3)o2)cc1
→ -7%	0%	9%	-3%	-3%	29%[38.3 µM]	-5%
40. COc1cccc(OC)c1C(=O)Nc1ccc2c(c1)OCCO2
→ -12%	13%	-1%	1%	2%	-18%[38.3 µM]	3%
41. Nc1cccc2c1C(=O)N(CC(=O)NC13CC4CC(CC(C4)C1)C3)C2=O
→ 6%	7%	5%[46 µM]	-3%	-20%[10 µM]	-5%	18%
42. Fc1ccc(-c2ccc(-c3nn4c(-c5ccco5)nnc4s3)o2)cc1
→ 16%	-3%	12%	-2%	20%[1.9 µM]	41%[activator][38.3 µM]	11%
43. CC(=O)c1cccc(NC(=S)NC(=O)c2ccccc2C)c1
→ ?	2%	23%[46 µM]	·	-92%[inhibitor][10 µM]	16%	3%
44. COc1ccc2[nH]cc(CCNc3nc(-c4ccccc4OC)nc4ccccc34)c2c1
→ ·	·	?	·	-42%[inhibitor]	19%	·
45. COC(=O)[C@@H](NC(=O)N1CCc2nc(-c3ccc(OC)cc3C)c3c(c2C1)CO[C@@H](c1ccccc1)C3)C(C)C
→ ·	-2%[7.66 µM]	?	0%[9.22 µM]	19%[10 µM]	-3%	2%[13.1 µM]
46. CC(C)(C)CN1CCNC(=O)C1CC(=O)NC1Cc2ccccc2C1 (centres undefined)
→ -18%[9.22 µM]	·	·	·	8%[10 µM]	-4%	13%
47. CC1(C)CC(=O)c2cnc(N3CCN(c4ccccc4)CC3)nc2C1
→ -5%	-1%	7%	-55%[inhibitor]	-5%	6%[38.3 µM]	9%
48. CN(C)C(=O)c1ccc(-c2ccc3ncnc(N4CCC(C(=O)O)CC4)c3c2)cc1
→ ·	·	10%	·	-37%[inhibitor]	-1%	·
49. O=C(Nc1nc2ccccc2[nH]1)C1CCC1
→ -13%	?	-20%[46 µM]	13µM*	-67%[inhibitor]	2%	6%
50. O=C(C1CC2CCC1C2)N1CCN(Cc2ccc3c(c2)OCO3)CC1 (centres undefined)
→ -8%	-1%	?	-24%	16%[10 µM]	22%[38.3 µM]	11%
51. CCC1(C)Cc2sc3c(=O)[nH]c(=S)[nH]c3c2CO1 (centres undefined)
→ -6%	-1%	·	1%	-38%[inhibitor]	-13%	-8%
52. O=C1N/C(=C/c2cccn2-c2ccc(F)cc2)C(=O)N1Cc1ccccc1F
→ -22%	4%	?	-9%	-5%[10 µM]	-4%	2%
53. CCN(Cc1ccncc1)Cc1nc(Cc2ccccc2Cl)no1
→ 18µM*	2%	-6%[46 µM]	·	-12%	4%	10%
54. CC(NCC1(N2CCOCC2)CCCCC1)C(=O)Nc1ccc(Cl)cc1Cl (centres undefined)
→ -9%	-3%	·	-2%	-36%[inhibitor]	2%	0%
55. COc1ccc(-c2c(C(=O)O)nc3ccccc3c2C(=O)O)cc1
→ 16%	9%	-8%	12%	1%[10 µM]	2%	4%
56. CCOC(=O)C1=C(C)NC(SC)=NC1c1ccccc1 (centres undefined)
→ 9%	-2%	-7%	-40%[inhibitor]	13%[10 µM]	5%	1%
57. CC1(C)CC(=O)c2cnn(-c3nc4ccccc4[nH]3)c2C1
→ -6%	-1%	-5%	·	-22%[0.074 µM]	31%[38.3 µM]	1%
